Screening data from PubChem.
Lipid storage S3: qHTS Assay for Lipid Storage Modulators in Drosophila S3 Cells. Drosophila S3 cells, BODIPY lipid droplet fluorescence, 18-24 h; cells fed with added oleic acid. lipid storage change, negative = inhibition, % at the top dose, mostly 46.1 µM; hits show Potency in µM. actives 0.64% (n = 320,000); active = well fitted inhibition curve with a large enough effect in the signal ratio, with a control signal flat, not every such curve was filed as active; inconclusive = small, poorly fitted or top-dose-only effect, or effect the other way, or a change in a side signal; the % refers to the signal ratio
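Drosophila S3 cells got compounds at several concentrations plus oleic acid (400 uM solution). Laser-scanning cytometry with 488 nm excitation read lipid droplets at 500-530 nm and cells at 575-640 nm. Percent activity was relative to 20 uM Triacsin C.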
Lipid storage S3 cell count max: also measured in Lipid storage S3; calls as there; cell number change, %; measured here: cell count max response;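 cells counted by Cell Tracker Red CMTPX staining in the red channel; peak over a dose series mostly up to 46.1 µM; percent activity relative to internal control wells on each plate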
* marks the source's active call; other numbers are inactive results; i = inactive; ? = inconclusive; / = not tested or not shown; [ ] = remark or other dose. % is scaled to controls: 0 for no effect and ±100 for the full control effect; potency is read from the fitted curve at half-maximal effect.

Start of the data: the first 4 compounds, ahead of the listing:
SMILES | Lipid storage S3 | Lipid storage S3 cell count max
Cc1ccc(Oc2nnc(-c3ccccc3)c3ccccc23)cc1 | 7% | 0
O=C(Cc1ccccc1)N1CCN(C(=O)c2cccs2)CC1 | ? | /
CS(=O)(=O)c1ccc(Cl)c(NC(=O)COC(=O)COc2ccc3c(c2)CCC3)c1 | ? | /
COc1ccc(/C(C)=N/Nc2ccc(C(=O)O)cc2)c(OC)c1 | ? | /

Results, repeating the preview:
SMILES | Lipid storage S3 | Lipid storage S3 cell count max
Cc1ccc(Oc2nnc(-c3ccccc3)c3ccccc23)cc1 | 7% | 0
O=C(Cc1ccccc1)N1CCN(C(=O)c2cccs2)CC1 | ? | /
CS(=O)(=O)c1ccc(Cl)c(NC(=O)COC(=O)COc2ccc3c(c2)CCC3)c1 | ? | /
COc1ccc(/C(C)=N/Nc2ccc(C(=O)O)cc2)c(OC)c1 | ? | /
OCCNc1nc(OCC(F)(F)F)nc(N2CCN(C34CC5CC(CC(C5)C3)C4)CC2)n1 | i | -7
O=C(Nc1ccc2c(c1)C(=O)NC2=O)c1cccc(C(F)(F)F)c1 | ? | /
COc1ccc(C(=O)Nc2c(N)nc(SCC(=O)N3CCC(C)CC3)[nH]c2=O)cc1OC | 0%[9.22 µM] | 1
Cc1n[nH]c(C)c1S(=O)(=O)N1CCCC(C(=O)NC2CCCCC2)C1 (configuration not stated) | -22% | -9
CCN(CC)c1cc(C)c2cc(NC(=O)c3ccccc3OC)ccc2n1 | -2% | -28
COc1ccc(NC(=O)Nc2ccc(F)cc2)c(C)c1 | ? | /
CCn1c(C)nc2cc(C(=O)N/N=C/c3ccc(O)cc3)ccc21 | 10% | 13
O=C(Nc1cccc(C(F)(F)F)c1)c1cc2c(s1)-c1ccccc1OC2 | ? | /
Cc1cccc(NC(=O)Nc2ccc(C#N)cc2)n1 | ? | /
CS/C(N)=N/N=C/c1ccc([N+](=O)[O-])cc1 | 0% | -11
CC12CCC(C(=O)Nc3ccc(Br)cn3)(OC1=O)C2(C)C (configuration not stated) | 14% | 1
COc1ccc(-c2coc3cc4oc(=O)cc(-c5ccccc5)c4cc23)cc1F | 3% | -4
CC(C)C(=O)NC(c1cccc([N+](=O)[O-])c1)c1ccc2cccnc2c1O (configuration not stated) | ? | /
CCOc1ccc(NC(=O)CC2C(=O)Nc3ccccc3N2C(=O)c2ccccc2)cc1 (configuration not stated) | ? | /
Cc1ccc(C(=O)n2c(N)nc3ccccc32)cc1 | -9% | 0
CC1CCN(c2ccc(/C=N/n3nnnc3N)cc2[N+](=O)[O-])CC1 | -16% | 18

Single values from the list.
Lipid storage S3, Cc1n[nH]c(C)c1S(=O)(=O)N1CCCC(C(=O)NC2CCCCC2)C1 (configuration not stated) → -22%
Lipid storage S3, Cc1ccc(Oc2nnc(-c3ccccc3)c3ccccc23)cc1 → 7%

Following part
SMILES | Lipid storage S3 | Lipid storage S3 cell count max
COC(=O)N/N=C/c1cc(Cl)cc(Cl)c1OCc1ccccc1F | ? | /
Cc1ccc(C(=O)OCC(=O)N(C)C2CCS(=O)(=O)C2)cc1S(=O)(=O)N1CCOCC1 (configuration not stated) | ? | /
O=C(c1cc(Sc2cccc(Cl)c2)nc2ccccc12)N1CCN(c2ccccn2)CC1 | ? | /
COc1ccc(-c2nn(CCC(=O)O)cc2CCC(=O)O)cc1 | ? | /
CC(c1ccc(O)cc1)(c1ccc(O)cc1)c1ccc(CCBr)cc1 | -12% | -16
Cc1ccc(CN2CCN(Cc3cn[nH]c3C3CCCCC3)CC2CCO)cc1 (configuration not stated) | 0% | 13
C[C@]12CC[C@@H]3c4ccc(O)cc4CC[C@H]3[C@@H]1CC[C@@H]2O | ? | /
CC(C)c1ccc(/C=C/C(=O)Nc2ccc(CN3CCOCC3)cc2)cc1 | -11% | -15
CC12CCC(=O)N1C(C(=O)Nc1ccccc1F)CS2 (configuration not stated) | ? | /
O=C(N/C(=C/c1cccnc1)C(=O)N1CCCCCC1)c1ccccc1 | ? | /
CCn1cnc2c1c(=O)n(Cc1ccc(C(=O)OC)cc1)c(=O)n2Cc1ccccc1 | 26% | 5
O=C(NCCc1ccccc1)C1CC(c2ccccc2O)=NO1 (configuration not stated) | 6% | 3
O=C(NCCN1CCCC1)C1COc2ccccc2O1 (configuration not stated) | ? | /
O=C(COC(=O)CCCN1C(=O)c2cccc3cccc(c23)C1=O)Nc1ccc(Cl)cc1 | -19% | -9
C=CCNc1sc(C(=O)C(C)(C)C)c(N)c1C#N | ? | /
COc1ccccc1-c1cn(S(=O)(=O)c2ccc(F)cc2)nc1N | ? | /
CC1CCN(Cc2c(C(=O)N/N=C/c3cccc(Cl)c3)nnn2-c2nonc2N)CC1 | ? | /
COc1cccc(C(=O)Nc2ccc(NC(=O)C3CCCCC3C(=O)O)cc2)c1 (configuration not stated) | 6% | -18
COc1ccc(C2=NN(C(=O)CSC3=NN4CCCC(=O)N=C4S3)C(c3cccc(OC)c3OC)C2)cc1 (configuration not stated) | 19% | 22
CCSc1nnc(NC(=O)c2csc3c2CCC(C)C3)s1 (configuration not stated) | ? | /
CCOc1cc(/C=N/NC(=O)c2cccc(S(=O)(=O)N3CCCC3)c2)ccc1OCC(=O)N(C)C | ? | /
CCN1/C(=C/c2cc[n+](CCCS(=O)(=O)[O-])c3ccccc23)Sc2ccccc21 | ? | /
CCn1cc(CNC(=O)c2cc(COc3ccc(F)cc3F)on2)cn1 | 3% | 13
Cc1ccc(N(C(=O)NC2CCCCC2)C2=NCCCCC2)cc1 | 2% | 2
Cn1nnnc1SCC(=O)N1CCN(C(c2ccccc2)c2ccccc2)CC1 | 2% | -9
CC(C)(C)C(=O)Nc1c2c(nn1-c1ccc(F)cc1)CSC2 | ? | /
CCOC(=O)C1(Cc2cccc(F)c2)CCN(C(=O)C2CCCO2)CC1 (configuration not stated) | -6% | 0
O/N=C(\c1ccc(Cl)cc1)c1cc2ccccc2o1 | ? | /
CC1=C/C(=N\NC(=O)c2cccs2)CC(C)(C)C1 | 4% | -10
CCn1c(CNC(=O)c2ccc(OC)cc2)nnc1SCC(=O)c1ccccc1 | 15% | /
COC(=O)c1ccc(NN=Nc2ccc(C)cc2)cc1 | 9% | 20
CCN(CC)c1ccc(S(=O)(=O)N2CCOCC2)cc1NC(=O)CN1C(=O)NC2(CCC(C)CC2)C1=O (configuration not stated) | i | /
COc1ccc(NS(=O)(=O)c2ccc(Br)cc2)cn1 | ? | /
O=S(=O)(Nc1ccc2c(c1)OCO2)c1ccc(F)c(F)c1 | ? | /
CCN1CCN(CCC(=O)Nc2ccccc2C)CC1 | i | 21
CN(c1ccc(C(=O)N2CCOCC2)cc1)S(C)(=O)=O | 26µM* | -15*
O=C(CN1CCCC1)Nc1sc2c(c1C(=O)Nc1ccccc1)CCCC2 | ? | /
COc1ccc(Nc2nc3cc(C)ccc3cc2C#N)cc1 | -13% | 15
O=C(Nc1cccc(Cl)c1Cl)c1ccc(-c2ccccc2)cc1 | 7% | -29
CS(=O)(=O)N(CC(=O)N1CCN(Cc2ccccc2)CC1)c1cccc([N+](=O)[O-])c1 | -3% | -1

Another view of part of the listing above.
Order of results – Lipid storage S3	Lipid storage S3 cell count max
> O=C(CN1CCCC1)Nc1sc2c(c1C(=O)Nc1ccccc1)CCCC2
→ ?	/
> Cc1ccc(N(C(=O)NC2CCCCC2)C2=NCCCCC2)cc1
→ 2%	2
> CN(c1ccc(C(=O)N2CCOCC2)cc1)S(C)(=O)=O
→ 26µM*	-15*
> CCn1c(CNC(=O)c2ccc(OC)cc2)nnc1SCC(=O)c1ccccc1
→ 15%	/
> CCn1cc(CNC(=O)c2cc(COc3ccc(F)cc3F)on2)cn1
→ 3%	13

(further entries)
SMILES | Lipid storage S3 | Lipid storage S3 cell count max
C(=N\Nc1nncc2ccccc12)/c1ccccc1 | 3% | -1
COC(=O)c1ccc(/C=C(\C#N)c2ccccn2)cc1 | 24% | -11
CCOc1ccccc1NC(=O)C(C)CC (configuration not stated) | 11% | 13
Cc1nnc(SCC(=O)NNC(=O)CC#N)[nH]c1=O | 6% | 1
CCOc1ccc(OCC)c(NC(=O)c2ccc(CNc3c(N4CCOCC4)c(=O)c3=O)cc2)c1 | ? | /
CCCNC(=O)c1onc(CSc2ccc(F)cc2)c1C(=O)NC(C)C | ? | /
C=CCNc1nc(Nc2ccc(-c3nc4ccccc4o3)cc2)nc(N2CCOCC2)n1 | ? | /
Cc1nn(Cc2ccc(F)cc2)c(C)c1NC(=O)c1cc(-c2ccco2)on1 | ? | /
COc1ccc(/C=N/NC(=O)c2ccc(CN3C(=O)c4cccc5cccc3c45)cc2)cc1O | ? | /
COc1ccc(C2C(C(=O)N3CCN(C)CC3)c3cc(OC)c(OC)cc3C(=O)N2C)cc1 (configuration not stated) | ? | /
Clc1ccc(OCc2nnc(SCCN3CCCCC3)n2Cc2ccco2)cc1 | i | -22
COc1ccccc1OCCOc1ccc(/C=C2/C(=N)N3OC(C)=CC3=NC2=O)cc1OC | -2% | -3
O=C(CSc1ccc(-c2cccnc2)nn1)N1CCCc2ccccc21 | 7% | /
COc1cccc(OC)c1C(=O)Nc1nc(-c2ccccc2)cs1 | i | 3
Cc1cccc(NC(=O)CSCC(=O)NCc2ccco2)c1 | ? | /
COc1cccc(C(=O)COc2ccc3ccc(=O)oc3c2)c1 | -5% | 22
CCCSCCCNC(=O)Cn1c(=O)c2cccn2c2ccccc21 | ? | /
Cc1nn(CC2CC2)c(=O)n1-c1ccc(Oc2ccccc2)cc1 | 10% | -5
CC(NC(=O)COC(=O)c1cn(-c2ccccc2)nc1-c1cccs1)c1ccccc1 (configuration not stated) | ? | /
Cc1ccc(C2C3CSCC=C3C(C#N)=C(N)C2(C#N)C#N)cc1 (configuration not stated) | ? | /
CCOc1ccccc1C1c2[nH]c3ccccc3c2C[C@H]2C(=O)N(C3CCN(Cc4ccccc4)CC3)CC(=O)N12 (some centres not stated) | ? | /
Cc1ccc(-c2cc(C(=O)N3CCN(C(=O)c4ccco4)CC3)no2)cc1 | i | /
O=C1c2cccnc2C(Nc2cccc(F)c2)N1Cc1ccco1 (configuration not stated) | ? | /
O=C(COc1ccc(Cl)cc1)NCCNC(=O)c1cnccn1 | ? | /
COc1ccc(NC(=O)NC2(C(=O)N3CCCC3)CCCCC2)cc1 | -1% | 29
COc1cc(Cl)c(C)cc1N1C(=O)CN(Cc2ccccc2)C1=S | 6% | 12
CCN(CC(=O)Nc1ccccc1OC)C(=O)CCOc1ccc(C(C)(C)C)cc1 | -1% | 8
Cc1ccc(C(=O)NCCCN2CCOCC2)cc1S(=O)(=O)N1CCCCC1 | ? | /
CC1CCN(C(=O)CCC(=O)N2CC(C)Oc3ccccc32)CC1 (configuration not stated) | -12% | 8
COc1ccc(CN(C(=O)CSc2nnc(-c3ccc(OC)c(OC)c3)o2)c2ccc(F)cc2)cc1 | -1% | 1
Cc1oc(-c2ccccc2Cl)nc1CSCC(=O)N1CCCC1 | i | /
COc1ccccc1C(=O)Nc1ccc2c(c1)OCCO2 | -2% | -3
Cc1cc(C)cc(OCC(=O)NNC(=O)c2ccccn2)c1 | ? | /
CC(=O)Nc1c(C(=O)Nc2ccc3c(c2)OCO3)oc2ccccc12 | ? | /
CC1(C(=O)N2CCN(C(=O)c3ccco3)CC2)CC1(Br)Br (configuration not stated) | i | -22
Cc1cccc2cc(CN(Cc3ccc(F)cc3)Cc3nnnn3C3CCCC3)c(=O)[nH]c12 | -3% | 3
O=C(/C=C/c1cccc([N+](=O)[O-])c1)NCCSCc1c(Cl)cccc1Cl | 27% | 4
Cc1ccc(C)c(S(=O)(=O)N2CCN(C(=O)c3ccc(OCc4c(C)noc4C)cc3)CC2)c1 | ? | /
CN1CCc2c(c3ccccc3n2C)C1 | 2% | -2
COc1ccc(C2=NN(C(=O)CCC(=O)O)C(c3ccccc3F)C2)cc1 (configuration not stated) | 9% | /
COc1ccccc1NC(=O)CCC(=O)OCc1ccc(Br)cc1 | 2% | -1
CC(C)c1ccc(/C=N/NC(=O)CC(=O)NCc2ccccc2)cc1 | ? | /
Cc1[nH]c2ccccc2c1Cc1nnc(SCC(N)=O)o1 | ? | /
O=C(OCC(=O)N1CCOCC1)c1ccccc1Cc1ccccc1 | 4% | -7
CC(C)C1=NN(C(=O)c2cccnc2)C(O)(C(F)(F)F)C1 (configuration not stated) | 18% | -6
Cc1ccc2cc([N+](=O)[O-])ccc2n1 | -1% | 2
CN(Cc1ccc(F)cc1)C(=O)c1cccc(S(=O)(=O)N2CCN(c3ccc(F)cc3)CC2)c1 | ? | /
CCOC(=O)CSc1ncnc2c1cnn2-c1ccc(C)cc1 | ? | /
COc1ccc(/C=N/NC(=S)Nc2ccccc2)cc1COc1ccc(F)cc1F | ? | /
COc1ccc(-c2noc(CCCOc3ccccc3)n2)cc1OC | i | /
Cn1c(N)c(C(=O)Nc2cccc(Cl)c2)c(=O)n(C)c1=O | ? | /
CC(C)=CCN1CCN(Cc2cnc(C)s2)CC1CCO (configuration not stated) | -15% | -1
O=C1N=c2ccccc2=C1c1sc(=S)n(Cc2ccccc2Cl)c1O | -6% | /
COCC(C)N1CCC(Oc2ccc(C(=O)NCc3ccccn3)cc2)CC1 (configuration not stated) | i | 6
CC1(C)C=Cc2c(c3ccccc3[nH]c2=O)O1 | ? | /
CCN1C(=C(C#N)C#N)C=Cc2cc(C)ccc21 | -2% | /

Not all compounds are listed, so the mix of outcomes need not match the whole.
